UBC9 SUMO inh: inhibitors of in vitro SUMOylation cascade, primary screen, biochemical, HTRF, uHTS | SUMO-conjugating enzyme UBC9 (Homo sapiens), P63279 | HTRF SUMOylation assay, SAE1/SAE2 + UBC9 | inhibition, % at 35 µM | hit rate 0.36% among 290,000 | AID 2006, 2009; in the data active = inhibition above about 50%, passing the limit was not always enough; note: strong numbers were not always called active
MEKK3 PB1 HTS: modulators of MEKK3-MEK5 PB1 binding, primary screen, biochemical, wildtype MEKK3, multiplex bead flow cytometry, Alexa488-MEK5; bead-based flow cytometry, Alexa488-MEK5 binding to MEKK3; actives lie on both sides; 0 = blocked by unlabeled MEK5, 100 = vehicle; binding response (% of control), % at 10 µM; hit rate 1.4% among 290,000; Mitogen-activated protein kinase kinase kinase 3 (Homo sapiens), Q99759; AID 1529, 2009;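 active = binding response more than 3 SD above or below the average of its plate-row segment, actives on both sides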;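 note: Alexa488 bead fluorescence after subtracting the streptavidin-only scavenger bead signal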
MEKK2wt PB1 HTS: modulators of MEK5 binding to wildtype MEKK2, primary screen, biochemical, multiplex bead flow cytometry, Alexa488-MEK5. Mitogen-activated protein kinase kinase kinase 2 (Homo sapiens), Q9Y2U5. Alexa488-MEK5 binding to MEKK2 WT; actives lie on both sides. binding response (% of control), % at 10 µM. hit rate 1.1% among 290,000; in the data active = binding response below about 67% or above about 130%
M18AAP inhibitor: PfM18AAP inhibitors, malaria aminopeptidase, primary screen, biochemical, QFRET, recombinant enzyme. M18 aspartyl aminopeptidase (Plasmodium falciparum 3D7). H-Glu-NHMec fluorogenic cleavage. inhibition, % at 7.35 µM. hit rate 1.2% among 290,000. AID 1822, 2009;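 active = inhibition above the campaign mean inhibition over all tested compounds plus 3 SD, cut at about 28% in these data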;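 note: 0% = plate median of test compound wells and 100% = 2 mM ZnCl2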
NALP1 yeast inh: NALP1 inflammasome inhibitors in reconstituted yeast, colorimetric, S. cerevisiae, triplicate retest; inhibition, % at 10 µM; hit rate 0.61% among 280,000; S. cerevisiae NALP1/ASC/caspase-1 growth, X-gal OD620, 72 h; in the data active = inhibition mostly above about 24%, no sharp cut-off; inactive = mostly below about 32%; note: some compounds called inactive have numbers as strong as hits
IDE cell activ: human IDE activators in live cells, primary screen, fluorescence polarization, HEK cells, FAbeta-B substrate; Insulin-degrading enzyme (Homo sapiens), P14735; FAbeta-B cleavage; 0% vehicle, 100% cell-free pure enzyme wells; activation, % at 5.96 µM; hit rate 0.073% among 340,000;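 active = activation above the mean of all tested compounds plus 3 SD, set per screening campaign, cut at about 17% in these data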
Target sequence (P14735 whole entry, looked up): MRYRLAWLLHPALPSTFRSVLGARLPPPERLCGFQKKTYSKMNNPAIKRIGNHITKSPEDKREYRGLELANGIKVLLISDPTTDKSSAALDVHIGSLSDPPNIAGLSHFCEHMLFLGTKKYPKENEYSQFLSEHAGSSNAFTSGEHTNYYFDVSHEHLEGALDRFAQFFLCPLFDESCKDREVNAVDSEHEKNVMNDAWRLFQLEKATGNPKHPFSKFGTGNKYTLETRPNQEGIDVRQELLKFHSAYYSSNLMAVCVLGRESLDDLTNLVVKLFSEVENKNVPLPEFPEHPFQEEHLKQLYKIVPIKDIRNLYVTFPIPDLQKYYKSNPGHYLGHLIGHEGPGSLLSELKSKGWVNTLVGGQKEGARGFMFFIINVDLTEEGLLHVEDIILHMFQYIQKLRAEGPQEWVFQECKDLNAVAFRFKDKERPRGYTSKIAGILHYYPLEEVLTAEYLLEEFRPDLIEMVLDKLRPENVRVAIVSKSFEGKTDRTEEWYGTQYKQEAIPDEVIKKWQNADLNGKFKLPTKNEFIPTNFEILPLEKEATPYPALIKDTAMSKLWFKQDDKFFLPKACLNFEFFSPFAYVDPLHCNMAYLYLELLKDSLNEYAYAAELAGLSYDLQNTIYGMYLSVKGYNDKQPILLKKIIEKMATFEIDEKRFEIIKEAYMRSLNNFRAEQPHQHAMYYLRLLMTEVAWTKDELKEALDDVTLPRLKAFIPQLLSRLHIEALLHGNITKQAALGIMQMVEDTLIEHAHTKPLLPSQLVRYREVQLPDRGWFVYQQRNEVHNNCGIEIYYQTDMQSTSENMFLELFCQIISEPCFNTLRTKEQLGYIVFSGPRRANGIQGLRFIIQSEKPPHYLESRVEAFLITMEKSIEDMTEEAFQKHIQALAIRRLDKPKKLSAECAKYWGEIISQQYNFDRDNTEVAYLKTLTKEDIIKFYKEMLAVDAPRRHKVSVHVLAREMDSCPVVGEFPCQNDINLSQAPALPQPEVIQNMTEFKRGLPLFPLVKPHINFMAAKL
pCIP destab: p/CIP-EGFP fusion destabilizers, primary screen, fluorescence, F442A cells. Q05BA5. 16 h. decrease of EGFP signal, % at 10 µM. hit rate 0.01% among 290,000;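 active = EGFP signal decrease of at least 30% at 10 µM or well 3 SD below plate mean, unless failing retest; inactive = the rest, including hits failing retest or dose response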; note: some compounds called inactive have numbers as strong as hits; many of its hits are not listed in these tables
IDE cell inh: human IDE inhibitors in live cells, primary screen, fluorescence polarization, HEK cells, FAbetaB substrate. Insulin-degrading enzyme (Homo sapiens), P14735. inhibition, % at 5.59 µM. FAbetaB cleavage. hit rate 0.41% among 320,000;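 active = percent inhibition above the average of all tested compounds plus 3 SD, set per screening campaign, cut at about 16% in these data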;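 note: IDE supplied by intact live HEK cells; FP after avidin binding of uncleaved biotin substrate so inhibition keeps polarization high; 0% = DMSO wells and 100% = 60 µM reference IDE inhibitor Ii1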
MEKK2mut PB1 HTS: MEK5 binding signal on mutant MEKK2 PB1, primary screen, biochemical, multiplex bead flow cytometry, Alexa488-MEK5; percent response, % at 10 µM; hit rate 0.35% among 290,000; AID 1530, 2009; Alexa488-MEK5 binding to MEKK2 mutant; in the data active = percent response above about 24%, passing the limit was not always enough; note: inactives centre near 1; some results filed as inactive read as strong as hits; reference of the scale not given here
* hit, by the source's call; / = no result given. These rows are one share of the data, so the mix of outcomes need not match the whole.

SMILES	UBC9 SUMO inh	MEKK3 PB1 HTS	MEKK2wt PB1 HTS	M18AAP inhibitor	NALP1 yeast inh	IDE cell activ	pCIP destab	IDE cell inh	MEKK2mut PB1 HTS
Cn1cc(Br)c(C(=O)N2CCN(c3cccc(Cl)c3)CC2)n1	-37	104	97	6	-37	2	-7	-3	2
CCO[C@H]1OC(C(=O)NCc2nc3ccccc3[nH]2)=C[C@@H](c2ccc(Br)cc2)[C@@H]1CCCO	/	106	105	/	/	-1	/	4	3
Cc1cc(NC(=O)Nc2cccc(C(F)(F)F)c2)no1	-4	90	90	7	18	5	10	1	-7
CCS(=O)(=O)Nc1ccc(C(=O)CC2(O)C(=O)Nc3ccccc32)cc1 (stereo unspecified)	-10	88	91	-2	11	2	-2	-3	-1
CCN1CCN(C(=O)c2cc3c(-c4ccc(Cl)cc4)nn(C)c3s2)CC1	21	101	113	1	6	2	-8	7	5
CCN(CC)CCn1c(=N)n(CC(O)c2ccc(OC)c(OC)c2)c2ccccc21 (stereo unspecified)	18	105	106	0	14	6	6	3	2
Cc1ccc(C(=O)C2CCN(C(=O)c3ccc(C)cc3)CC2)cc1	16	104	102	-13	14	2	2	0	1
Cc1ccnc(SCc2cc(=O)c(OC(=O)c3ccco3)co2)n1	6	97	98	4	20	7	2	0	-1
CCOC(=O)c1[nH]c2ccc(OCC)cc2c1NC(=O)CN1CCC2(CC1)OCCO2	27	101	100	3	1	6	-13	-1	-1
COCc1ccc(CN2CCCC(CO)(Cc3ccccc3)C2)o1 (stereo unspecified)	-10	100	97	0	13	0	-27	2	-10
O=S(=O)(Cc1ccccc1Cl)N1CCCCC1	-20	98	97	-4	11	9	8	0	0
Cc1ccc(NC(=O)Nc2ccc3c(c2)nc(C)n3C)cc1C	15	88	83	-12	3	/	4	0	-12
Cc1nn(-c2ccccc2)c(C)c1C1C(C#N)=C(N)Oc2n[nH]c(C)c21 (stereo unspecified)	-19	112	102	2	0	2	-2	1	5
Cc1nc(C)c(C(=O)N/N=C/c2c[nH]c3ccccc23)s1	20	95	96	-4	2	5	-4	-2	-3
Cc1ccc(NC(=O)COC(=O)CN2CSCC2=O)cc1C	3	99	104	11	-4	4	-8	9	5
Clc1ccc2[nH]c3c(NCCCN4CCOCC4)ncnc3c2c1	-30	96	121	9	-1	-9	-6	42*	10
CCc1ccc(S(=O)(=O)Nc2c(C)nc3nc[nH]n3c2=O)cc1	2	101	104	4	19	3	2	-6	-1
Clc1nc(-c2ccccn2)nc2scc(-c3ccccc3)c12	5	100	96	18	/	-1	5	7	-2
COc1cccc(NC(=O)Nc2cc(C)on2)c1	-9	103	105	4	16	0	2	0	3
Cc1cc(C)cc(NC(=O)C2CCCC2)c1	-8	102	103	8	-6	11	-2	-4	5
CC(=O)c1cccc(NC(=S)NCc2ccco2)c1	10	95	91	9	-22	2	-8	1	-7
Cc1cc(Cl)ccc1OCC(=O)N1CCCCC1	15	100	105	-4	4	0	-5	2	4
O=C(O)/C=C/C(=O)N(Cc1ccc2c(c1)OCO2)C1CC(=O)N(CCc2ccccc2)C1=O (stereo unspecified)	10	107	102	0	10	1	-2	3	-5
CCOC(=O)c1c(N)sc(C(=O)Nc2ccccc2)c1C	4	97	97	-8	-5	-4	-3	-4	-8
Nc1ccc(Sc2nc3ccccc3[nH]2)cc1	-6	103	98	0	-1	3	1	-3	-4
(further entries)
SMILES	UBC9 SUMO inh	MEKK3 PB1 HTS	MEKK2wt PB1 HTS	M18AAP inhibitor	NALP1 yeast inh	IDE cell activ	pCIP destab	IDE cell inh	MEKK2mut PB1 HTS
COc1ccccc1NC(=O)CN1C(=O)NC(CC(C)C)C1=O (stereo unspecified)	15	101	105	-8	17	6	-10	-5	0
COc1ccccc1Oc1cc(-n2nc(C)cc2C)ncn1	8	96	93	-9	31	3	-24	3	-1
O=C(O)COc1ccccc1/C=N/NC(=O)c1cccc(S(=O)(=O)Nc2cccc(Cl)c2)c1	27	101	94	18	21	2	-19	-1	-8
COC(=O)c1cccc(NC(=O)c2cccs2)c1C	20	98	91	-4	21	-2	2	-3	0
CCC(Sc1nc(C)cc(=O)[nH]1)C(=O)Nc1nnc(C)s1 (stereo unspecified)	-7	99	98	1	-47	2	-2	5	5
COC(=O)c1ccccc1NC(=O)COC(=O)CSc1nnc(N)s1	9	97	85	2	12	4	9	-2	-11
COc1ccc(CC(=O)Nc2ccc(C(N)=O)cc2)cc1	12	102	99	-1	/	12	-3	5	-5
Cc1nc(Cc2ccc(OC(C)C)cc2)[nH]c(=O)c1CC(=O)O	13	100	102	-15	-4	4	-7	0	-3
Cc1cc(C(=O)N2CCN(c3ncccn3)CC2)sc1-c1ccccc1	/	105	106	-1	/	6	/	2	3
CN(CCC1CCOCC1)C(=O)c1cc(COc2c(F)cccc2F)on1	10	95	96	1	2	-1	7	4	-3
COc1ccc(NC(=O)Nc2cccs2)cc1OC	9	103	107	11	3	7	-1	3	6
Clc1ccc(CO/N=C2\CCCc3nonc32)cc1	-4	145*	109	-3	40	1	-1	8	1
CCN1CCSc2ccc(C(=O)Nc3ccc(NC(C)=O)cc3)cc21	12	94	87	6	12	2	3	3	-12
CCOc1cccc(N(C(=O)CNC(=O)c2ccco2)C(C(=O)NCC2CCCO2)c2ccccc2)c1 (stereo unspecified)	1	98	97	1	7	1	-20	-6	-2
CCCCNC(=O)NC1(C(F)(F)F)Oc2ccccc2O1	1	105	106	81*	37*	4	-3	1	10
Cc1ccc(N2C(=O)N3[C@H](c4ccc(Br)cc4)[C@@H]4C(=O)N(C(C)(C)C)C(=O)[C@@H]4[C@]3(C)C2=O)cc1	-21	96	91	5	18	-1	-1	3	-10
Cc1ccc(C(=O)NCCn2cc(SCC(=O)N3CCOCC3)c3ccccc32)cc1	-2	107	111	-2	29	-4	-3	8	7
COc1ccc(C2C3C=CCC(c4cccc(-c5ccc(C)cc5)c4)C3C(=O)N2Cc2ccccc2)cc1Cl (stereo unspecified)	-3	96	95	/	-1	-4	0	-6	1
COc1ccc(/C(O)=C2/C(=O)C(=O)N(CCN3CCOCC3)C2c2cccnc2)cc1OC (stereo unspecified)	8	105	107	-1	3	7	-24	6	4
COc1ccc(N2C(=O)/C(=C/c3cccs3)NC2=S)cc1	0	141*	104	7	-5	-4	-7	-1	0
Cc1cnc(CN2CCCC(C(=O)c3ccc4c5c(cccc35)CC4)C2)[nH]1 (stereo unspecified)	6	98	112	8	5	4	2	-4	3
CC(NC(=O)/C=C/c1ccccc1)c1ccccc1 (stereo unspecified)	8	106	99	-3	5	5	-9	2	-8
CCn1c(C)c(/C=N/Nc2nc3ccccc3s2)c2ccccc21	-12	112	128	11	-2	7	-15	-2	13
Cc1[nH]c2ccccc2c1N=Nc1ccc(F)cc1	2	103	97	4	8	1	8	3	-1
CCc1cc2c(=O)[nH]cnc2s1	24	103	102	2	9	1	-14	1	2

3 neighbouring records from above:
SMILES	UBC9 SUMO inh	MEKK3 PB1 HTS	MEKK2wt PB1 HTS	M18AAP inhibitor	NALP1 yeast inh	IDE cell activ	pCIP destab	IDE cell inh	MEKK2mut PB1 HTS
Cc1nc(Cc2ccc(OC(C)C)cc2)[nH]c(=O)c1CC(=O)O	13	100	102	-15	-4	4	-7	0	-3
Cc1cc(C(=O)N2CCN(c3ncccn3)CC2)sc1-c1ccccc1	/	105	106	-1	/	6	/	2	3
CN(CCC1CCOCC1)C(=O)c1cc(COc2c(F)cccc2F)on1	10	95	96	1	2	-1	7	4	-3

The results go on:
SMILES	UBC9 SUMO inh	MEKK3 PB1 HTS	MEKK2wt PB1 HTS	M18AAP inhibitor	NALP1 yeast inh	IDE cell activ	pCIP destab	IDE cell inh	MEKK2mut PB1 HTS
CC(C)c1ccc(NC(=O)CSc2ncccc2C(=O)Oc2cccc([N+](=O)[O-])c2)cc1	25	148*	106	1	19	7	0	-1	0
CCc1nc2sc3c(=O)[nH]cnc3c2c2c1CSC(C)(C)C2	27	99	102	-4	-4	2	0	-2	4
COc1ccc(C2NC(=O)c3ccccc3O2)c(OC)c1OC (stereo unspecified)	22	105	102	2	24	-3	-13	-3	-3
N#Cc1c(-c2ccc([N+](=O)[O-])cc2)nc2n(c1=O)CCS2	10	107	105	-3	-7	8	-2	0	4
COC(=O)Nc1nnc(/C=C/c2ccccc2)s1	14	101	98	3	34	3	0	0	-1
O=C(COc1ccc(Cl)cc1)Nc1nnc(-c2ccco2)o1	-15	112	107	2	-11	4	6	0	-1
CC1CCN(S(=O)(=O)c2cccc(C(=O)N3CCN(c4ccc(F)cc4)CC3)c2)CC1	-3	105	107	-8	1	-5	-18	0	11
COc1ccccc1OCC(O)Cn1nc(C)cc1C (stereo unspecified)	/	88	100	-9	/	6	/	4	-2
O=[N+]([O-])c1ccccc1S(=O)(=O)N1CCN(c2ccccc2)CC1	4	108	111	-13	18	-3	-15	-5	17
CCc1nc(SCC(=O)Nc2ccccc2C(=O)OC)n[nH]1	0	98	98	8	-2	-1	-3	1	6
c1ccc(-n2nnnc2-c2cnc(-c3ccncc3)nc2-c2cccs2)cc1	-8	112	97	3	22*	3	-7	7	2
O=C(NCCCN1CCN(c2ccc(F)cc2)CC1)C1CCCN(c2ncnc3c2nc2n3CCCCC2)C1 (stereo unspecified)	3	100	118	-11	3	3	-1	1	9
O=C(NC(=S)NC(CO)Cc1ccccc1)c1ccc(F)cc1 (stereo unspecified)	4	105	107	-2	13	1	1	-2	6
O=C(NCc1ccccn1)c1ccc(Cn2cc(C(F)(F)F)ccc2=O)cc1	-7	100	99	1	10	1	-5	3	0
COc1cc(OC)cc(C(=O)N[C@H](C(=O)OCC(=O)Nc2ccc(F)c(F)c2F)C(C)C)c1	-15	96	99	3	17	7	5	-1	-3
Cc1ccccc1-c1noc(CNC(=O)c2ccco2)n1	2	99	99	2	11	6	6	2	-2
CCN(CC)S(=O)(=O)c1ccc(/C=C/C(=O)Nc2ccc(F)c(F)c2F)cc1	-2	91	90	2	15	0	-8	8	-2
CCOc1ccc(-n2c(C)nc(O)c2N=Nc2ccccc2)cc1	-3	99	108	-7	6	8	-1	-3	9
COc1ccc(NC(=O)C2CCCN(C(=O)Nc3cccc(OC)c3)C2)cc1 (stereo unspecified)	13	105	102	-14	22	8	-19	0	-2
COC(=O)c1cc(S(=O)(=O)Nc2nn(C)c3cccc(F)c23)oc1C	8	91	84	-20	29	4	2	1	-9
O=C(Nc1ccccc1)NN(C(=O)CCl)c1ccccc1	22	97	93	10	24	1	-10	2	-3
Cc1cc2nc(-c3ccc[nH]c3=O)[nH]c2cc1C	47	106	106	0	12	-4	-1	8	7
N#Cc1cc2c(=O)n3ccccc3nc2n(-c2ccc(Cl)cc2)c1=O	12	69	81	-3	-18	4	3	-2	-6
COCC1CCN(C(=O)C2CCC(=O)N(Cc3cccc(F)c3)C2)CC1 (stereo unspecified)	5	100	102	-1	1	2	5	0	3
COc1cccc(OC)c1OCCN(C)C	11	110	113	31*	-9	2	-53	-4	4
Cc1cc(C)c[n+](CC(=O)c2ccc(-c3ccccc3)cc2)c1	10	95	105	-3	5	-24	-15	15	-2
CCc1ccc(OCc2n[nH]c(=S)n2Cc2ccccc2)cc1	-2	93	80	0	9	1	-22	0	-10
